# CCT chaperon mod: cytosolic chaperonin activity modulation. purified chaperonin ATPase assay, HTRF ADP detection, 30 min. activity change, % (concentration not given with the values), hits read low. actives 0.3% (n = 360,000); in the data active = activity change below about -30%; note: % is set by controls: 0 for no effect and ±100 for the full control effect
#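 TRiC (40 or 20 nM final, by batch activity) in 30 mM Tris pH 7.4, 100 mM KCl, 5 mM MgCl2, 1 mM DTT was treated with compound at 76 uM single dose, then 10 uM ATP, 30 min at 37 °C. ADP was read by HTRF Transcreener.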
# Nrf2 inh: inhibitors of Nrf2 signaling | A549 ARE-Fluc reporter, luciferase luminescence, 18-24 h | Potency, µM (series often up to 46 µM), for the others: top-dose activity change, negative = inhibition, most hits filed as inhibitors | actives 2.1% (n = 360,000) | AID 504444; note: potency is the fitted concentration of half-maximal effect; % is set by controls: 0 for no effect and ±100 for the full control effect; nearly all actives have a fitted effect of over 60% in size
#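 Two sequential reads on A549 ARE_Fluc cells exposed to compound for 18-24 h: a CellTiter-Fluor fluorescence read for viability, then a luciferase luminescence read for Nrf2/ARE activity.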
# TGFb inhibitor: TGF-b pathway inhibition. Potency, µM (series often up to 46.1 µM), for the others: at the highest dose activity, negative = inhibition, most hits filed as inhibitors. actives 1.2% (n = 410,000). HepG2 CAGA-GFP TGF-b/SMAD3 reporter, GFP fluorescence, 18 h; TGF-beta stimulated, 500 pg/mL final; note: potency is the fitted concentration of half-maximal effect; % is set by controls: 0 for no effect and ±100 for the full control effect; nearly all actives have a fitted effect of over 65% in size
#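 Inhibition of TGF-beta-driven CAGA-GFP reporter expression in HEPG2 cells is measured by cellular GFP fluorescence after 18 h stimulation with 500 pg/mL recombinant TGF-beta in 1% FBS medium at 37 degrees C.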
# Akt phos inh: blocks phosphorylation of Akt; Neuro2A IGF-stimulated pAkt S473 HTRF, 20 min; stronger effect = lower value; activity change, % for hits at 50 µM; actives 0.32% (n = 360,000); in the data active = activity change below about -80%; inconclusive = mostly about -51% to -80%; note: % is set by controls: 0 for no effect and ±100 for the full control effect
#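 Neuro2A cells (4,500/well, DMEM with 0.5% FBS) were treated with compound at a single 50 µM final concentration, stimulated with 6 nM IGF for 20 min at 37 °C, and lysed. Phospho-Akt Ser473 was read by HTRF as 665/615 ratio ×10^4.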
# A549 tox: A549 cytotoxicity, counter-screen for Nrf2 inhibitors | actives 0.16% (n = 390,000) | A549 ARE-Fluc cells, CellTiter-Fluor viability, 18-24 h | Potency, µM (top dose mostly 46 µM), for inactives: at the highest dose activity change, negative = cytotoxicity, actives largely listed as inhibitors; note: potency is the fitted concentration of half-maximal effect; % is set by controls: 0 for no effect and ±100 for the full control effect
#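 Cytotoxicity counterscreen: CellTiter-Fluor fluorescence was measured in A549 ARE_Fluc cells after 18-24 h of compound exposure in a concentration series. The subsequent BugLite luminescent read reports ARE-luciferase activity.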
# Abeta rescue: compounds reversing amyloid beta toxicity in yeast; yeast expressing A-beta42, growth rescue, OD600, 48 h; response scale: 0% DMSO, 100% iron-clioquinol control; Potency, µM (doses to about 46.1 µM), inactives show top-dose growth rescue, usual class: activators; actives 0.063% (n = 410,000); AID 1347071; note: potency is the fitted concentration of half-maximal effect; nearly all actives have a fitted effect of over 55% in size
#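 Growth rescue measured by 600 nm absorbance after 48 h yeast culture at 30 C with compound. Values normalized between DMSO and an equimolar ferric chloride plus clioquinol control.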
# Nrf2 activator: activates Nrf2 signaling; AREc32 ARE-luciferase reporter (MCF7-derived line), luminescence, 24 h; Potency, µM (highest dose often 46.1 µM), for the others: at the highest dose activation, actives largely listed as activators; actives 0.31% (n = 410,000); note: potency is the fitted concentration of half-maximal effect; % of control where 0% means no effect; nearly all actives have a fitted effect of over 65% in size
#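 AREc32 cells carrying an ARE-driven firefly luciferase reporter were seeded at 1000 cells/well in OPTI-MEM with 5% FBS, then exposed to compound for 24 hr at 37 deg C. Luminescence was read with Steady-Glo after 30 min at RT.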
# Mm-Cpn inhibitor: blocks the Methanococcus maripaludis chaperonin Mm-Cpn; Potency, µM (series often up to 76.9 µM), for the others: top-dose activity, negative = inhibition, actives largely listed as inhibitors; purified Mm-Cpn ATPase, ADP Transcreener TR-FRET; actives 0.031% (n = 330,000); note: potency is the fitted concentration of half-maximal effect; % is set by controls: 0 for no effect and ±100 for the full control effect; nearly all actives have a fitted effect of over 80% in size
#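 ATP (10 uM final) was added to archaeal chaperonin (25 nM final) after 10 min exposure to test compound at 37°C; after 30 min further incubation, ADP was detected by competitive TR-FRET.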
# HepG2 tox: counter-screen for TGF-b inhibitors: cytotoxicity in HepG2 cells. HepG2 CAGA-GFP viability, ATP luminescence, 18 h. Potency, µM (doses to about 46.1 µM), without a hit: top-dose activity change, negative = cytotoxicity, most hits filed as cytotoxic. actives 0.76% (n = 410,000). AID 588856; note: potency is the fitted concentration of half-maximal effect; some results filed as inactive show a strong effect at the top dose
#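 CellTiter-Glo luminescence gave cytotoxicity after 18 hours at 37 degrees C. The cells were HepG2 CAGA-GFP in 1% FBS DMEM, stimulated with 500 pg/mL TGF-beta after compound addition. %Activity was normalised to no-cell wells (complete cell-killing) and DMSO (no toxicity), and curves were fitted and classified.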
# Numbers without * were called inactive; i = inactive; ? = inconclusive; · = no result given; [ ] = dose if it differs, or a comment. Unless noted, calls come from the whole dose curve; as a rule, active = well fitted curve in the direction sought with a large enough effect; inconclusive = small, poorly fitted or top-dose-only effect, or another doubt; inactive = no such curve, though single readings can be large; an effect the other way counts as inactive or inconclusive.
Compound | CCT chaperon mod | Nrf2 inh | TGFb inhibitor | Akt phos inh | A549 tox | Abeta rescue | Nrf2 activator | Mm-Cpn inhibitor | HepG2 tox
Cn1cc(-c2csc(C(O)c3ccc(F)cc3)n2)cn1 (stereo not given) | 0.3 | · | -12% | i | · | 16% | 0.5%[9.22 µM] | · | 3%
Cn1c(Cl)nc2c1c(=O)n(Cc1cccc(Br)c1)c(=O)n2C | 0.5 | 16% | 28% | i | -2% | -2% | -0.3% | 0% | -2%
CCCN1CCC(NC(=O)Nc2ccc(OC)c(OC)c2)CC1 | -1.0 | 4% | -16% | i | -3% | -8% | 0.3% | 1% | 9%
CCc1ccc(-c2nc(CN3CCC(C(=O)NCCc4ccc(OC)c(OC)c4)CC3)c(C)o2)cc1 | 1.5 | 2% | -23% | i | -7% | 16% | 2.6% | 1% | -6%
CC1CC(C)CN(C(=O)c2ccc(S(=O)(=O)N3CC(C)CC(C)C3)cc2)C1 (stereo not given) | 0.5 | -15% | -28% | i | 6% | -5% | 0.2% | 0% | -6%
CCOc1ncccc1C(=O)Nc1cccc(S(=O)(=O)N2CCCCC2)c1 | -1.9 | ? | -15% | i | 1% | -8% | 0.5% | 0% | -35%
O=C(CC1NCCNC1=O)NC1Cc2ccccc2C1 (stereo not given) | -0.7 | 6% | 12% | i | -2% | 2% | 0.2% | 1% | -15%
O=C(O)CCN1C(=O)c2ccccc2C1=O | 2.1 | 1% | -3% | i | -2% | 15% | -0.9% | 0% | -1%
CC(C)CC(=O)Nc1c2c(nn1-c1ccc(F)cc1)CSC2 | -3.1 | -4% | -4% | i | 1% | -14% | -2.1% | 2% | 3%
CCOc1ccc(S(=O)(=O)NCC(=O)NC2CCCCC2)cc1 | 0.1 | 4% | 5% | i | -1% | -5% | -0.3% | 1% | 1%
Cc1ccc(C(=O)COc2cc(C)nc3nncn23)cc1 | -1.3 | -46% | 12% | i | -12% | -7% | -0.1% | 1% | -2%
O=S(=O)(NC1CCCC1)c1cc(F)ccc1F | -1.7 | -5% | -6% | i | 6% | -2% | -1.0% | 1% | -9%
COc1ccc(NC(=O)CSc2nnc(N)s2)c([N+](=O)[O-])c1 | -5.2 | -17% | -1% | i | 0% | -2% | 0.2% | 3% | -22%
O=C(c1noc2c1CCCC2)N1CCCC(N2CCN(c3ccccc3F)CC2)C1 (stereo not given) | -0.8 | 4% | -7% | i | 2% | -1% | -0.1% | 0% | -10%
COc1ccc([C@@H]2CC(=O)c3c(O)cc(O[C@@H]4OC(CO[C@@H]5OC(C)[C@H](O)[C@@H](O)[C@H]5O)[C@@H](O)[C@H](O)[C@H]4O)cc3O2)cc1O (stereo not given in full) | 0.5 | -2% | 3% | i | 7% | 5% | -1.0% | -1% | 1%
CC(=O)Nc1ccc(C(=O)N/C(=C/c2ccccc2)C(=O)NCc2ccco2)cc1 | 2.4 | 0% | ? | i | -6% | -8% | 0.1% | -2% | -5%
O=c1c2ccccc2c2ccccc2c(=O)n1Nc1ccccc1 | -0.8 | · | -5% | i | · | 7% | -0.9% | · | -36%
CCC(C)c1ccc(NC(=S)NCc2ccccc2OC)cc1 (stereo not given) | -1.0 | -22% | ? | i | 1% | 25% | 2.2% | -2% | -37%
CCn1c(=O)c2cc(C(=O)NC(C)C)sc2c2ccccc21 | -0.3 | ? | 1% | i | 0% | -8% | 8.5% | 0% | -16%
Cc1noc(C)c1S(=O)(=O)N1CCC(C(=O)Nc2ccccn2)CC1 | 0.7 | -15% | 5% | i | -10% | 7% | 5.0% | · | -8%
Cc1cccc(NC(=O)CCS(=O)(=O)c2cc3c(cc2Cl)NC(=O)CO3)c1 | -1.5 | 4% | 0% | i | 0% | 8% | -0.8% | 1% | 1%
Cc1cccc(C(=O)NNc2ncnc3c2cnn3C)c1 | 0.1 | 1% | ? | i | 3% | -21% | 0.3% | -9% | 8%
Cc1cccc(/C=N/NC(=O)c2ccc(F)cc2)n1 | 1.2 | -17% | -29% | i | -4% | -11% | 2.8% | 0% | -13%
CC(/C=C/C1(O)C(C)CC(O)CC1(C)C)OC1OC(CO)C(O)C(O)C1O (stereo not given) | 1.3 | 8% | 5% | i | -9% | 6% | -0.4% | 1% | -2%
COc1ccc(NC(=O)CSc2ccccc2)c(OC)c1 | -2.8 | 17% | 7% | i | -7% | 8% | 0.3% | 2% | -1%
O=C(O)/C(=C\c1cccs1)c1ccc(F)cc1 | -1.1 | 10% | -4% | i | 3% | 33% | -0.3% | 1% | 17%
CC1=C(C)CC(C(=O)Nc2cccc([N+](=O)[O-])c2)C(C(=O)O)C1 (stereo not given) | -0.9 | -13% | 7% | i | 13% | 4% | -0.4% | 0% | -13%
O=[N+]([O-])c1ccc(C2NS(=O)(=O)N=C3CCCCCN32)cc1 (stereo not given) | 0.8 | -6% | -9% | i | -5% | 1% | 0.2% | -1% | -7%
CCCCCCC1CCC(C(=O)NC(CCSC)C(=O)NC(C(=O)OC)C(C)C)CC1 (stereo not given) | -0.7 | ? | 6% | i | -15% | 11% | 0.0% | 0% | -19%
CC1CCN(c2ccccc2NC(=S)NC(=O)C(C)(C)C)CC1 | 1.5 | 5% | ? | i | 2% | 13µM* | 5.1% | -1% | -4%
CCOc1ccc(C(=O)Nc2cccc(C(=O)OCc3cc(=O)n4cc(C)sc4n3)c2)cc1 | · | · | 0% | · | -2% | -1% | 0.7% | · | 0%
COc1cccc(-c2ccccc2C2=CC(=O)CC(C)(C)C2=O)c1 | 0.0 | · | 11% | i | · | -3% | -0.8% | · | -6%
CCOCCCn1c(=S)[nH]c2cc(C(=O)N3CCC(C(N)=O)CC3)ccc2c1=O | 0.7 | 6% | 6% | i | -19% | -2% | 0.2% | 0% | -12%
CCOc1ccc2nc(N3CCN(C(=O)CS(=O)(=O)c4ccc(F)cc4)CC3)sc2c1 | · | · | -27% | · | -18% | -2% | -0.2% | · | -31%
O=C1/C(=C/c2ccncc2)SC(=S)N1C1CCS(=O)(=O)C1 (stereo not given) | 0.5 | ? | ? | i | ? | 5% | 18% | 0% | 20µM*
COc1cccc(Oc2ccc3nnc(C(F)(F)F)n3n2)c1 | 3.4 | ? | 1% | i | 10% | 2% | 3.5% | 1% | -1%
Cc1ccc(S(=O)(=O)N2CCN(c3ncccn3)CC2)cc1C | -2.1 | -25% | 0% | i | 8% | -21% | -0.3% | · | -9%
CC(=O)C1C(c2ccccc2)c2c(n[nH]c2C)CC1(C)O (stereo not given) | 0.8 | 3% | -1% | i | -9% | 5% | -1.0% | 1% | 10%
CCCCN1C(=O)NC(NC(=O)c2ccco2)(C(F)(F)F)C1=O (stereo not given) | -0.3 | -17% | 11% | i | -23% | 11% | 0.1% | 2% | -3%
S=C1NCN(Cc2ccco2)CN1c1ccccc1 | 1.6 | 7% | 3% | i | 3% | 20% | 0.1% | -1% | 6%
Cc1nn(C(=O)c2cccc([N+](=O)[O-])c2C)c(C)c1S(=O)(=O)N1CCCCCC1 | · | 5% | 0% | · | -3% | -1% | 0.2% | · | -2%
Cc1cccc(-n2cnc(C(=O)NC3CCCCCC3)c2)n1 | -1.9 | ? | 13% | i | -2% | -16% | 4.4% | -1% | -2%
NNC(=O)c1oc2ccccc2c1-n1cccc1 | -2.5 | 11% | ? | i | ? | 14% | 2.8% | 2% | 5%
Cc1cc(C)n(NC(=S)NC2CCCCC2)c(=O)c1C#N | -1.2 | -12% | 0% | i | 3% | -12% | -0.1% | -1% | -22%
Cc1ccc(C)c(C(=O)CCC(=O)O)c1 | -0.4 | 6% | 8% | i | 2% | 3% | 0.2% | -1% | 1%
COc1ccc(C2CC(C(C)(C)C)=NN2c2ccc(S(N)(=O)=O)cc2)cc1 (stereo not given) | -0.9 | -10% | -27% | i | -2% | 1% | 4.8% | -1% | -24%
CSc1cccc(NS(=O)(=O)c2cc(Br)cnc2N)c1 | -1.5 | 9% | ? | i | -3% | 2% | -0.8% | 1% | 13%
COc1ccc([C@@H](C)NC(=O)CCc2nnc(-c3cc(C)on3)o2)cc1 | 3.4 | ? | -18% | i | 0% | -14% | -0.6% | -4% | -33%
COc1ccccc1NC(=S)N(c1ccccc1)C(C)C | 0.4 | -10% | 1% | i | 1% | 20% | -0.4% | 0% | -4%
NC(=S)c1csc(CCNC(=O)c2ccccc2)n1 | -3.0 | · | 0% | i | · | -15% | 0.9% | · | -3%
Cc1ccc(OCCSc2nc(C)c(Cc3ccccc3)c(=O)[nH]2)cc1 | · | 8% | · | · | 0% | -11% | 0.0% | · | 5%
O=C(Nc1cccc(NC(=O)c2cccc(F)c2)c1)c1ccccc1 | -1.7 | -22% | -3% | i | ? | 5% | 2.4% | -2% | -13%
COc1ccc(CCC(=O)N2CCCC(Nc3ccccc3)C2)cc1OC (stereo not given) | -1.3 | -4% | -1% | i | 1% | 3% | 0.3% | -1% | 1%
O=C(C1=C[C@@H](c2ccccc2)C[C@@H](OCc2ccc(CO)cc2)O1)N1CCCCCCC1 | -0.1 | -12% | -16% | i | -3% | -6% | 0.7% | · | -5%
O=C(N/N=C/c1ccccc1O)c1cc[n+]([O-])cc1 | -0.9 | -15% | -6% | i | 8% | -11% | -0.8% | -5% | -13%

# Copied from the list.
# Nrf2 inh result of `Cc1cccc(C(=O)NNc2ncnc3c2cnn3C)c1` = 1%
# TGFb inhibitor result of `Cc1ccc(C(=O)COc2cc(C)nc3nncn23)cc1` = 12%
